tim23-1 inh = tim23-1 yeast growth inhibition | S. cerevisiae tim23-1 growth, BacTiter-Glo luminescence, 24 h | inhibition, % at 20 µM | 330,000 compounds, 1.3% hits;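 active = growth inhibition of the mutant yeast at or above 50%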;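 also: temperature-sensitive mutant grown at 25 °C; plate controls were DMSO-treated mutant yeast for no effect and medium wells lacking yeast for full effect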
APJ antag = antagonists of human APJ apelin receptor. 330,000 compounds, 0.32% hits. inhibition, % at 20 µM. CHO-K1 APJ beta-arrestin complementation, luminescence. P35414;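 active = inhibition above about 40% at 20 µM, limit read from the data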;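 also: cells challenged with 10 nM apelin-13 agonist together with compound; plate controls were apelin-13 plus DMSO wells for no effect and DMSO wells lacking apelin-13 for full effect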
Target sequence (P35414 whole entry, looked up): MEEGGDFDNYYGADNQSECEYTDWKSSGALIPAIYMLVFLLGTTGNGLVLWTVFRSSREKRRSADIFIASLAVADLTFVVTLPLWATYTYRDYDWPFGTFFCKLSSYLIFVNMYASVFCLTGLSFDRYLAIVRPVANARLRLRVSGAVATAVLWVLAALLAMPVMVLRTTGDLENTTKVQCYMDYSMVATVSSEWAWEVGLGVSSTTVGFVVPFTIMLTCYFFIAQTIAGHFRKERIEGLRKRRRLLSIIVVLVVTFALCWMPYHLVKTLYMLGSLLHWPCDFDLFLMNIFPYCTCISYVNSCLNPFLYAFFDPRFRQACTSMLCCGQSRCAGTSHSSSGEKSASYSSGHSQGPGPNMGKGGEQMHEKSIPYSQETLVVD
APJ agonist = activates the human apelin receptor APJ. P35414. CHO-K1 APJ PathHunter beta-arrestin, luminescence; 0% DMSO wells, 100% apelin. activation, % at 20 µM. 330,000 compounds, 0.11% hits;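 active = activation more than six SD over the plate average, tested at 20 µM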;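 also: 0% = DMSO alone and 100% = apelin-13 at 10 nM; some results filed as inactive read as strong as hits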
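Assay system – PathHunter CHO-K1 APJ (AGTRL-1) beta-arrestin reporter cells · Compound – one dose, 20 µM compound, 1% DMSO · Timing – compound 90 min 25 °C, reagent 1 h · Measured by – luminescence from split beta-galactosidase complementation, Galacton Star/Emerald II substrate · Measure – beta-arrestin recruitment to APJ as agonist activity, luminescent signal · Benchmarks – DMSO vs Apelin-13 10 nM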
Mdm2-MdmX inh = disrupts the human Mdm2-MdmX interaction; SaOS-2 split-luciferase Mdm2/MdmX complementation, luminescence; 330,000 compounds, 3% hits; inhibition, % at 8 µM; O15151+Q00987; AID 485346;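 active = inhibition of at least 50% at 8 µM in the primary screen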
UPR XBP1 act = adaptive UPR (XBP1) activation. AID 463104. CHO-XBP1 luciferase reporter, IRE1-XBP1 UPR activation, luminescence; percent of tunicamycin response, DMSO as zero. 330,000 compounds, 0.33% hits. activation, % at 20 µM;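 active = versus positive control, 20 µM dose yields 30% or more activation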;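 also: 100% = tunicamycin at 10 µg/mL and 0% = DMSO only wells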
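Material – CHO cell line with stable XBP1 luciferase reporter · Buffer or medium – F12 plus 10% FBS · Compound – single point, 20 µM final compound, 1% DMSO · Schedule – 16-18 h cell attachment at 37 °C, then 6 h compound exposure · Signal – Steady-Glo luminescence read · Benchmarks – high control tunicamycin 10 µg/mL final, low control DMSO vehicle only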
CXCR6 inh = inhibitors of human CXCR6 receptor | O00574 | CHO-K1 PathHunter CXCR6 beta-arrestin, luminescence | inhibition, % at 20 µM | 360,000 compounds, 0.36% hits | AID 602244; in the data active = inhibition above about 34%, passing the limit was not always enough;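 also: antagonist mode with CXCL16 agonist at 10 nM final; 0% = 10 nM CXCL16 with DMSO and 100% = unstimulated wells without agonist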
Target sequence (O00574 whole entry, looked up): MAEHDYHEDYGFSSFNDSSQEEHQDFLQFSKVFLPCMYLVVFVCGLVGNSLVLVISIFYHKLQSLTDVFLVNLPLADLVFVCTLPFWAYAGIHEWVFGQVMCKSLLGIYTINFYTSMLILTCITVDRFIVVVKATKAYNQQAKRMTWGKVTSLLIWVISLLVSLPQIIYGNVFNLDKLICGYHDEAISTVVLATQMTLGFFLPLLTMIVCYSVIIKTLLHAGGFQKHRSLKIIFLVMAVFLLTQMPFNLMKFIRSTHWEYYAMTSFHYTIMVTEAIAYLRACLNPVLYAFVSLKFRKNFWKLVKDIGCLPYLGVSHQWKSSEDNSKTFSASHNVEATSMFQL
CHOP UPR activ = activators of apoptotic arm of unfolded protein response (CHOP); AID 449763; activation, % at 10 µM; 330,000 compounds, 0.34% hits; CHO-CHOP luciferase reporter, UPR activation, luminescence; percent of tunicamycin response over DMSO baseline;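 active = at 10 µM dose, activation of 40% or more, normalized to positive control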;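 also: 100% = tunicamycin at 10 µg/mL and 0% = DMSO alone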
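System: CHO-CHOP luciferase reporter cell line; amount: 500 cells/well; buffer or medium: F12 medium containing 10% fetal bovine serum; incubation: 6 h compound exposure at 37 °C after overnight seeding; measured by: luciferase luminescence after 10 min with Steady-Glo reagent; evaluation: % reporter activation, DMSO baseline versus tunicamycin full activation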
CCR6 antagonist = blocks CCL20-driven beta-arrestin recruitment at human CCR6. CHO-K1 CCR6 PathHunter beta-arrestin, luminescence, CCL20-stimulated. P51684. inhibition, % at 20 µM. 340,000 compounds, 0.49% hits. AID 493098;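 active = compounds whose inhibition of the agonist-driven luminescence signal at 20 µM reaches about 50%, limit read from the data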;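 also: cells stimulated with CCL20 at 14 nM final; plate controls were DMSO with CCL20 for no effect and DMSO without agonist for full effect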
EBI2 antag = blocks human EBI2 receptor beta-arrestin signaling; P32249; EBI2 beta-arrestin recruitment, luminescence, 7a,25-OHC stimulated; inhibition, % at 5 µM; 360,000 compounds, 0.81% hits; in the data active = inhibition above about 38%;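 also: enzyme fragment complementation signal reports receptor beta-arrestin coupling in cells; 0% = agonist plus DMSO wells and 100% = wells without agonist; some results beyond the cut were filed as inactive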
Target sequence (P32249 whole entry, looked up, the tested form may be a part): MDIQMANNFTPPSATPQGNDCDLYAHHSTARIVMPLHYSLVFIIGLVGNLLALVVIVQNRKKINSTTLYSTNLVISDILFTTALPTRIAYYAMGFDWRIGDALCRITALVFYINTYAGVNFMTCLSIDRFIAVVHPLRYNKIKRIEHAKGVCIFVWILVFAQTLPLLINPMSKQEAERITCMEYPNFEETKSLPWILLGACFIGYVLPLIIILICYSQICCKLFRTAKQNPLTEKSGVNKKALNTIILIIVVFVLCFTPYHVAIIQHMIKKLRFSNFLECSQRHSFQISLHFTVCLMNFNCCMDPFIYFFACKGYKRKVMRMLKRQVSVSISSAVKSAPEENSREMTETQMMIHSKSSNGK
Active calls of the source: *. Some of the compounds tested (hit frequency here may not be typical).

#	SMILES	tim23-1 inh	APJ antag	APJ agonist	Mdm2-MdmX inh	UPR XBP1 act	CXCR6 inh	CHOP UPR activ	CCR6 antagonist	EBI2 antag
1	COc1ccccc1OCC(=O)Nc1ccc(S(=O)(=O)N2CCCCCC2)cc1	31	15	-5	7	1	2	-1.9	-5	-4
2	O=C(c1ccccc1F)N1CCN=C1SCc1cccnc1	15	2	-2	18	-2	3	3.0	14	-8
3	C=CCn1c(=O)/c(=C/c2ccc(F)cc2)s/c1=C(\C#N)c1nnc2n1CCCCC2	49	13	4	-20	-2	-3	-0.1	-9	-5
4	COc1cc(CN2CCN(C(=O)c3cccc4ccccc34)CC2)cc(OC)c1OC	3	13	0	-7	-3	3	0.4	7	8
5	C=CCCC(=O)Nc1ccc(Br)cn1	-1	2	-2	26	1	-2	0.1	13	0
6	O=[N+]([O-])c1ccc(N/N=C/c2cccc(O)c2O)c(S(=O)(=O)N2CCOCC2)c1	5	58*	-7	22	54*	55*	133*	72*	41*
7	CC(C)(C)c1cc(NC(=O)CSc2nncs2)n(-c2ccccc2)n1	19	-15	-1	0	0	7	7.1	9	-13
8	COc1cccc(CN2CCN(C(=O)c3ccc(-c4ccccc4)cc3)CC2)c1OC	31	0	-4	18	-3	-2	-1.1	8	65*
9	O=C(/C=C/c1ccc2c(c1)OCO2)NCCSCc1cccc(Cl)c1	40	3	-4	16	3	0	-0.2	19	31
10	CNc1nc(N)nc(-c2cc(Cl)ccc2OC)n1	0	17	-2	20	2	3	-1.3	0	6
11	COc1cccc(CNS(=O)(=O)c2csc(C(N)=O)c2)c1	0	9	0	7	-3	3	-0.3	7	-9
12	COc1ccc(OC)c2c(N)c(C#N)c(C(F)(F)C(F)(F)F)nc12	-8	1	8	-12	0	3	-0.3	-10	-14
13	O=[N+]([O-])c1cccnc1N1CCN(c2ccccc2F)CC1	13	-7	2	11	0	-1	0.3	15	6
14	CCN(Cc1ccc(Cl)s1)C(=O)c1cccc(OCc2c(C)noc2C)c1	17	6	-3	20	-3	10	-0.3	13	17
15	CCN(CC)S(=O)(=O)c1cccc(C(=O)NC(C(=O)Nc2nnc(C)s2)C(C)C)c1 (stereo not given)	10	8	-1	10	-4	4	-1.9	1	1
16	Cc1ccccc1C(=O)N/N=C/c1ccc(OCC(=O)N2CCCCC2)cc1	2	7	-7	10	-1	-6	1.0	-1	-2
17	COC(=O)C1=CN(c2cc(C)cc(C)c2)C=C(C(=O)OC)C1c1ccc(OC)c(O)c1	34	9	-1	16	-4	7	2.7	16	6
18	Cc1cc(=O)c2cc(Br)ccc2n1CC(=O)NCc1ccccc1	14	14	-2	-8	-3	0	-1.1	5	14
19	Cc1cc(C)cc(C(=O)NCCC(=O)N2CCC3(CC2)NCCc2[nH]cnc23)c1	-17	3	0	7	-5	5	0.3	13	11
20	NC(=O)CC(NC(=O)c1ccc(Cl)cc1)C(=O)NCCc1ccc(S(N)(=O)=O)cc1 (stereo not given)	0	-2	-1	-8	0	10	0.3	-5	-9
21	Cc1ccc(C)c(CNC(=O)Nc2ccccc2)c1	-6	-17	-3	1	4	-13	4.4	6	1
22	N#CC1=C(N)OC2=C(C(=O)CCC2)C1c1ccc(OC(=O)N2CCOCC2)cc1 (stereo not given)	-5	4	-1	7	-1	2	1.5	-12	3
23	COc1ccc(S(=O)(=O)N2CCCC2)cc1NC(=O)c1ccccc1	19	1	3	14	5	-1	0.0	7	1
24	COC(=O)N/N=C/c1ccc(Oc2ccccc2)cc1	0	-1	-1	7	5	1	2.8	-4	1
25	O=C(COCc1cc(-c2ccc3c(c2)OCO3)on1)N1CCN(c2cccc(Cl)c2)CC1	7	9	-1	30	1	3	0.9	25	1
26	CC(=O)c1cccc(S(=O)(=O)N(C)C2CCN(C)CC2)c1	15	-10	-6	14	-4	1	-0.8	-3	-3
27	CCCCc1cc(=O)oc2cc(OCc3nn[nH]n3)ccc12	-9	6	2	17	0	6	0.5	5	-3
28	O=C(NC1CCS(=O)(=O)C1)c1cccc(Br)c1 (stereo not given)	6	10	-1	3	0	-4	0.3	-2	7
29	CC(=O)c1ccc(S(=O)(=O)Nc2ccc(N3CCOCC3)cc2)cc1	9	5	-1	3	4	-6	-0.6	6	6
30	Cc1ccc(S(=O)(=O)N2CCOCC2)cc1C(=O)NCc1ccco1	9	-6	-2	-11	2	1	-0.8	1	-7
31	CC(=O)Cc1nsc(NC(=O)c2ccc(-c3cc(C(F)(F)F)ccc3Cl)o2)n1	15	14	1	46	0	6	-0.1	6	4
32	O=C(COC(=O)c1ccc(N2CCCC2=O)cc1)Nc1ccccc1	13	-13	-4	7	0	-2	0.4	-2	-5
33	Cc1ccccc1C(=O)Nc1cccc(NC(=S)NC(=O)c2cccs2)c1	-7	17	1	34	-1	21	6.0	35	3
34	CN(CC(=O)NCc1ccc2c(c1)OCO2)S(=O)(=O)c1ccc(Cl)cc1	24	-9	-1	10	0	4	1.7	10	1
35	COc1ccc(OC)c(N2C(=O)CC(NNC(=O)c3ccc4c(c3)OCO4)C2=O)c1 (stereo not given)	-3	13	2	17	3	3	-1.3	4	1
36	COc1ccc(-c2c(C)nn3c(N4CCN(Cc5ccccc5)CC4)cc(C)nc23)cc1OC	41	10	-1	50*	-2	-1	-0.1	-7	-7
37	COc1ccc(C(=O)OC2CCCCC2CN(C)C)cc1 (stereo not given)	15	0	-3	-39	7	-5	-1.3	14	-5
38	CCOC(=O)C1CCN(Cc2ccc(Cl)c(Cl)c2)CC1	7	7	1	3	-3	-2	-1.3	26	-3
39	CCOC(=O)c1nc(C)nc(Sc2n[nH]c(-c3cc(Cl)cc(Cl)c3)n2)c1C	23	5	-5	-8	-1	3	0.5	15	5
40	COc1ccc(Nc2nc(C)cc(C)c2C#N)c(OC)c1	12	15	-2	0	1	0	1.0	4	11
41	Cc1ccc(N(C(=O)c2csnn2)C(C(=O)NC(C)(C)C)c2cccs2)cc1 (stereo not given)	17	7	-6	24	-1	-2	-1.1	13	2
42	COc1ccc(CCn2c(NN=C3CCCCC3)nc3c2c(=O)[nH]c(=O)n3C)cc1	7	-73	11	14	-1	-8	0.2	-1	4
43	O=[N+]([O-])c1ccc(/C=N/n2c(C3CCCCC3)n[nH]c2=S)cc1	-21	16	-2	14	34*	20	1.0	56*	12
44	COc1ccc(NC(=S)N(C)CC2COc3ccccc3O2)cc1 (stereo not given)	29	-13	-4	-13	-3	0	1.1	-2	-17
45	Cc1n[nH]c(C)c1CCOc1ccc(C(C)C)cc1	43	-17	4	-33	3	-8	1.8	7	-11
46	O=C(NCc1ccncc1)C1CCCN(S(=O)(=O)Cc2ccccc2)C1 (stereo not given)	9	-8	4	14	1	3	-1.6	-9	-11
47	Cc1ccc(N2C(=O)CC(Sc3ccccc3C(=O)O)C2=O)cc1C (stereo not given)	28	7	-2	-24	-1	-6	-0.6	7	-2
48	Cc1ccc(/C=N/NC(=O)c2ccc(OC3CCCC3)cc2)o1	58*	11	1	7	-4	-10	3.6	2	6
49	S=C(NCCCN1CCOCC1)Nc1ccc(N2CCOCC2)cc1	-9	5	-2	-16	1	1	0.7	-10	-5
50	Cc1cc(Cl)c(S(=O)(=O)NC2CCCCC2)cc1OCC(=O)Nc1nncs1	4	18	1	31	-2	-4	1.5	20	-2
51	COc1ccc(-c2nc(Cc3ccc(Cl)cc3)no2)cc1OC	13	1	0	3	1	-1	-1.4	1	8
52	Fc1ccccc1CNC(=S)NCc1ccc(Cl)cc1	37	9	2	4	-3	-4	1.9	-3	10
53	CCOC(=O)c1ccccc1NC(=O)C1CSC2(C)CCC(=O)N12 (stereo not given)	13	16	-3	23	-5	6	1.8	13	3
54	c1ccc(-n2nnnc2-n2cnc3ccccc32)cc1	9	9	-3	34	0	-2	-0.2	-8	-4
55	CC1Oc2ccccc2N(CC(=O)Nc2ccc3c(c2)OCCO3)C1=O (stereo not given)	0	8	-5	-26	-2	3	1.3	-12	-3
56	O=C(CSc1n[nH]c(-c2ccc(Cl)cc2Cl)n1)Nc1ccccn1	25	-16	-6	12	-4	1	-1.3	2	2
57	NS(=O)(=O)c1cc(C(=O)OCC(=O)N2CCOCC2)ccc1Cl	-1	6	-3	-7	0	-4	1.7	1	-14
58	O=c1[nH]c2cc(Cl)c([N+](=O)[O-])nc2[nH]1	18	3	4	-27	4	5	-1.4	10	-4
59	COCCN(C(=O)c1ccccc1F)c1c(N)n(Cc2ccccc2)c(=O)[nH]c1=O	1	-14	-4	8	-8	4	-0.7	5	-1
60	Cc1nnnn1-c1cccc(C(=O)O)c1	12	-3	-1	20	-2	-1	-0.6	-2	-7

Going on with the list.
#	SMILES	tim23-1 inh	APJ antag	APJ agonist	Mdm2-MdmX inh	UPR XBP1 act	CXCR6 inh	CHOP UPR activ	CCR6 antagonist	EBI2 antag
61	O=C(c1cc(S(=O)(=O)N2CCC3(CC2)OCCO3)ccc1F)N1CCCCC1	17	8	-1	4	0	-5	0.5	4	-1
62	COc1ccccc1NC(=O)C1=C(C)NC(SCC(=O)Nc2ccc(C(=O)O)cc2)=C(C#N)C1c1cccs1 (stereo not given)	2	6	-5	26	-1	7	2.6	18	-9
63	O=C(Nc1nnc(C(F)(F)F)s1)c1ccc(N2C(=O)C3C4C=CC(C4)C3C2=O)cc1 (stereo not given)	16	10	1	-16	0	4	0.1	-3	-4
64	CC(C)(C)c1cc(C(=O)NCc2ccccc2)ccn1	11	0	-3	-17	0	-7	0.9	-7	-4
65	COc1ccc(NC(=O)c2sc(NC(=O)COc3ccccc3)nc2C)cc1	6	-30	2	3	-3	-4	1.1	13	2
66	Cn1c(=O)c2c(nc(N3CCCCCC3)n2CC(=O)c2ccc(Br)cc2)n(C)c1=O	-1	7	-2	13	0	11	0.7	23	15
67	COc1ccc(C2CC(c3ccccc3)n3nc(NC(=O)c4cccs4)nc3N2)cc1 (stereo not given)	16	8	-3	14	1	6	1.6	3	36
68	Cc1cc(C(C)(C)C)cc(C)c1COC(=O)CN1C(=O)NC2(CCCC2)C1=O	28	-2	-1	-3	1	-2	1.4	15	-1
69	O=C(CSc1nc(O)cc(=O)n1-c1ccccc1)Nc1ccccn1	1	26	-3	19	-2	-7	-0.3	4	-2
70	CCCNC(=O)COc1nc2ccccc2nc1N1CCOCC1	8	1	1	-26	1	7	3.1	8	-2
71	NC(=O)NC(=O)C(c1ccccc1)N1CCN(S(=O)(=O)c2ccc(Br)s2)CC1 (stereo not given)	3	2	2	4	2	-4	0.9	-13	-7
